# Screening data deposited in PubChem BioAssay by Broad Institute.
# Cneo AK release – causes C. neoformans cell lysis | adenylate kinase release luminescence, 4 h; normalised: neutral wells 0, clomiphene wells 100 | lysis activity, % at 15 µM | 360,000 tested, 0.2% active | AID 651654;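 active = mean lysis activity across replicates of at least 80%, whatever share of replicates individually reach that level; inactive = mean lysis activity below 80%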
#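 Signal: Adenylate kinase release luminescence | Assay system: Log-phase Cryptococcus neoformans yeast cells | Input: Cells at 5 × 10^6 per mL | Buffer or medium: Fresh YPD growth medium | Compound: Single dose | Schedule: Static 4 h at 37 °C with compound, 1 h detection | Controls: Clomiphene | Read-out: Luminescence rise reflecting yeast cell lysis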
# PglD inh – inhibitors of Campylobacter jejuni PglD acetyltransferase; purified PglD enzyme, DTNB colorimetric CoA detection; inhibition, % at 12.5 µM; 360,000 tested, 0.098% active; in the data active = inhibition above about 16%, passing the limit was not always enough; also: strong numbers were not always called active
# PAX8 inh HTS – lowers PAX8-driven luciferase in RMG-I cells | AID 652154 | inhibition, % at 12.6 µM | 360,000 tested, 1.2% active | RMG-I TPO-luciferase reporter, SteadyGlo, 24 h;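 active = mean replicate inhibition at least 60% with every replicate also reaching 60%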;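 also: luciferase light reporting Pax8 driven TPO promoter activity; plate controls were median of neutral control wells for no effect and mitoxantrone controls for full effect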
# PGC1a acetyl inh – modulators of PGC1a acetylation. U2OS PGC1a acetylation, AlphaScreen anti-acetyl-lysine; with virally co-expressed GCN5 acetyltransferase. 350,000 tested, 0.17% active. AID 651687. inhibition, % at 15.6 µM;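 active = every replicate shows inhibition of at least 40%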;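 also: 0% = neutral control wells and 100% = positive control wells; some results beyond the cut were filed as inactive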
# GSIS activator – primary screen for activators of insulin secretion dependent on glucose, INS-1E cells, GLuc reporter luminescence. INS-1E GLuc reporter insulin secretion, 2-3 h. activation, % at 16.6 µM. 370,000 tested, 0.61% active. AID 743287;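 active = lowest replicate activation of at least 40%, so every replicate reaches that level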;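 also: 0% = median of neutral control wells and 100% = median of IBMX positive control wells; some compounds called inactive have numbers as strong as hits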
# LGR2 inh – Drosophila LGR2 receptor signaling inhibition; HEK293 LGR2, CRE-luciferase, bursicon-stimulated, 4 h; inhibition, % at 9.99 µM; 380,000 tested, 0.35% active;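 active = drop in luminescence signal, shown as inhibition above about 50% in the replicate tests, limit read from the data, passing the limit was not always enough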;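 also: agonist challenge used bursicon conditioned medium at about half maximal strength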
# ARNT-TACC3 inh – disruptors of human ARNT/TACC3 interaction | Q9Y6A5 | AlphaScreen His-ARNT PAS-B/GST-TACC3 binding, luminescence; TACC3 fragment carries E629A point mutation | 390,000 tested, 0.66% active | inhibition, % at 9.99 µM;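 active = mean inhibition of replicates at least 50% and at least half of replicates each reaching 50%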;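 also: 0% = complete ARNT plus TACC3 wells and 100% = ARNT alone without TACC3; many hits fall short of the cut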
# Statin myotox sup – suppressors of simvastatin-induced myotoxicity in C2C12 myotubes; 330,000 tested, 0.78% active; ATP luminescence, 48 h; scaled: DMSO 0, geranylgeraniol control 100; rescue of ATP level, % at 7.49 µM; AID 602340;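 active = mean ATP rescue above about 67%, or every replicate alone reaching that limit, limit read from the data, passing the limit was not always enough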;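 also: myotubes were challenged with 10 µM simvastatin during compound exposure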
# * marks the source's active call; other numbers are inactive results; nt = no result given.
SMILES,Cneo AK release,PglD inh,PAX8 inh HTS,PGC1a acetyl inh,GSIS activator,LGR2 inh,ARNT-TACC3 inh,Statin myotox sup
COc1cc2c(cc1OC)-c1cc(Nc3ccc4c(c3)OCCO4)nc(=O)n1CC2,-5,-1,nt,-11,nt,nt,38,nt
c1ccc(-c2ncnc3ccccc23)cc1,nt,nt,0,nt,21,5,-6,nt
COc1ncccc1-c1cc2nc(NCCNC(C)=O)n(C)c(=O)c2s1,-1,3,0,-15,nt,-7,nt,6
CCc1ccccc1NC(=O)NC1CCCCCCC1,-1,2,-6,nt,6,-6,-5,-8
COC(=O)c1ccc(OCCn2cnc3ccccc3c2=O)cc1,-2,1,nt,6,19,nt,-7,-5
Cc1ccc(C2=CC(=O)C[C@H](c3ccc(Cl)cc3)C2)cc1,0,2,nt,7,nt,nt,-10,2
COCC(O)Cn1ccnc1[N+](=O)[O-] (stereo not drawn),1,0,-3,nt,-2,12,nt,nt
COc1ccc(C(CC(=O)N2CCOCC2)c2c(OC)cc(OC)c3c(-c4ccccc4)cc(=O)oc23)cc1 (stereo not drawn),-8,-2,-3,7,-7,-17,6,-3
Cc1cccc(NC(=S)NCc2ccccc2)c1C,3,2,-7,nt,1,-8,10,7
COc1ccc(NC(=O)N(C)C[C@H]2OCCCC[C@@H](C)Oc3ccc(NC(=O)Nc4ccc(F)cc4)cc3C(=O)N([C@H](C)CO)C[C@H]2C)cc1,0,-2,-10,2,-7,16,16,nt
CCNC(=O)C[C@H]1CC[C@H]2[C@@H](COc3ccc(NC(=O)Cc4ccccc4)cc3C(=O)N2C)O1,5,2,4,-2,-1,10,12,-15
COc1cccc(CNC(=O)C(C)n2nc(C)n3c(cc4occc43)c2=O)c1 (stereo not drawn),-1,-4,-7,9,-3,4,-7,15
CCCS(=O)(=O)N1CCN(Cc2ccc([N+](=O)[O-])cc2)CC1,nt,4,25,4,8,7,1,nt
CC(=O)c1c(C)nc(-c2ccccc2)n1O,-1,0,nt,nt,nt,nt,3,10
COc1cc(OC)cc(-c2nnc(NC(=O)CCS(=O)(=O)c3ccccc3)o2)c1,6,2,14,nt,18,-17,1,nt
N#C/C(=C(/O)CSc1ccccc1C(=O)O)c1nc2ccccc2s1,-1,-6,nt,0,nt,nt,-15,9
O=C(O)C(=Cc1cccc([N+](=O)[O-])c1)c1ccc(Cl)cc1,0,-8,-21,-4,4,0,2,0
O=C(Cn1c(=O)c2c(ncn2C2CCCC2)n(Cc2ccccc2)c1=O)N1CCc2ccccc21,0,-7,25,8,nt,nt,-1,12
COc1cc(OC)c(-c2cc(C(=O)O)ccc2OC)c(OC)c1,-1,-3,6,-10,nt,nt,-5,-13
COc1ccc(NC(=O)N(C)C[C@H]2OCCCC[C@@H](C)Oc3ccc(NS(=O)(=O)c4ccc(Cl)cc4)cc3C(=O)N([C@H](C)CO)C[C@H]2C)cc1,1,2,-18,-8,4,-9,-4,nt
CCN(Cc1cnn(C)c1)C(=O)c1cc(COc2ccc(F)cc2F)on1,nt,nt,-3,nt,-2,-12,-3,9
Cc1noc(C)c1NC(=O)N(C)C[C@@H]1OCCCC[C@@H](C)Oc2ccc(NC(=O)C3CCCCC3)cc2C(=O)N([C@H](C)CO)C[C@@H]1C,1,2,3,5,0,-8,-24,nt
O=C(N[C@@H]1CC[C@H](CC(=O)N2CCc3ccccc3C2)O[C@H]1CO)C1CCC1,-1,-1,6,10,11,-17,5,3
Cc1cc(C)n(CC2CC(=O)N(c3cc(Cl)cc(Cl)c3)C2=O)n1 (stereo not drawn),-2,9,8,10,6,-16,-3,nt
C[C@H]1CN([C@@H](C)CO)C(=O)Cc2cc(NC(=O)CCC(F)(F)F)ccc2O[C@@H]1CN(C)C(=O)Nc1ccc2c(c1)OCO2,-2,2,-7,-4,14,-26,nt,27
COCC(=O)N(C)C[C@H]1Oc2cc(C#CCC3CCCC3)ccc2S(=O)(=O)N([C@H](C)CO)C[C@@H]1C,2,6,55,5,-7,4,-1,6
COc1ccc(N(CC(=O)NCc2ccccc2)S(C)(=O)=O)cc1,nt,nt,-18,nt,5,-18,-1,nt
COc1ccc2cc3c(N)nn(C(=O)c4cccc([N+](=O)[O-])c4)c3nc2c1,nt,nt,-5,nt,29,3,-1,nt
O=C(CSc1n[nH]c(-c2cccs2)n1)N1CCN(S(=O)(=O)c2ccc3ccccc3c2)CC1,-1,8,nt,-9,nt,nt,19,13
O=C(NCCc1ccccc1)c1ccc(NCC2CCCO2)c([N+](=O)[O-])c1 (stereo not drawn),nt,nt,-38,-4,-1,-66,0,nt
C[C@@H]1CN([C@@H](C)CO)C(=O)Cc2cc(NS(=O)(=O)c3ccc(F)cc3)ccc2O[C@H]1CN(C)CC1CCCCC1,-1,-2,nt,-6,-6,-4,3,41
CCOc1ccc(CNCc2ccc(C(=O)O)cc2)cc1OC,nt,nt,10,nt,0,8,-2,nt
C[C@H](NC(=O)C[C@H]1C[C@H]2c3cc(NC(=O)CN(C)C)ccc3O[C@H]2[C@@H](CO)O1)c1ccccc1,-5,0,-9,6,-5,-1,7,5
O=C(C[C@@H]1CC[C@H]2[C@@H](COC[C@H](O)CN2Cc2cccc(-c3ccncc3)c2)O1)N1CCN(c2ccccc2)CC1,2,0,0,-14,-13,7,24,33
Cc1c(CNC(=O)c2cnn3c2NC(c2ccc(Br)cc2)CC3C(F)(F)F)cnn1C (stereo not drawn),2,0,nt,nt,nt,nt,0,59
CC(C)C[C@@H](CO)N1CCN(CCc2ccccc2)CCC1=O,0,11,6,nt,-8,-42,-3,5
Cc1ccnc(NC(=O)C2CCCN(c3ncnc4c3nc3n4CCCCC3)C2)c1 (stereo not drawn),-16,-4,19,-41,8,-2,-6,-3
O=c1cnnc(SCCc2ccccc2)[nH]1,2,-1,nt,-15,nt,nt,-5,0
CCCN1C(=O)/C(=C\C=C2/C=CN(CC)c3ccccc32)SC1=S,0,-6,nt,nt,-12,-9,19,nt
CC(C)CC#Cc1ccc2c(c1)O[C@H](CN(C)C(=O)c1cccc(F)c1)[C@@H](C)CN([C@@H](C)CO)S2(=O)=O,-1,-2,nt,-4,-8,7,3,-17
CO[C@@H]1CN(C)C(=O)c2cc(NC(=O)Nc3cccc(F)c3)ccc2OC[C@@H](C)NC[C@@H]1C,5,2,nt,1,3,6,24,-12
CC(C)CCC(C(=O)O)C(C)CC(=O)Nc1ccn(-c2ccccc2)n1 (stereo not drawn),-1,-1,-2,15,-4,-7,-4,0
CC(Sc1nc(N)cc(=O)[nH]1)C(=O)NNC(=O)c1cccc(Cl)c1 (stereo not drawn),-2,1,5,-14,11,-14,1,1
O=C(C[C@@H]1CC[C@@H]2NC[C@@H](O)COC[C@H]2O1)N1CCc2ccccc2C1,4,4,8,-1,4,-23,0,-5
O=C(N/N=C/c1ccccc1)c1ccc(N2CCCC2=O)cc1,-1,-3,11,0,8,-17,nt,2
C[C@@H]1CCCCO[C@@H](CN(C)C(=O)Nc2cccc3ccccc23)[C@@H](C)CN([C@@H](C)CO)C(=O)c2cc(NC(=O)Cc3ccccc3)ccc2O1,nt,nt,43,-14,-5,4,nt,nt
CCOc1cc(N2CCOCC2)c(OCC)cc1NC(=O)CSc1nc(N)cc(=O)[nH]1,-2,-5,-7,nt,5,11,-2,5
CCCn1c(C)cc(C(=O)COc2ccc(S(=O)(=O)N(CC)CC)cc2[N+](=O)[O-])c1C,3,3,3,nt,6,7,1,-6
Cc1ccc(-c2csc(N3CCN(c4cc5c(cc4Cl)nc(C)n5CCN4CCCCC4)CC3)n2)cc1,3,4,7,7,nt,nt,15,nt
Cc1cc(=O)oc2c(C)c(OCC(=O)NC3CCN(Cc4ccccc4)CC3)ccc12,-5,-1,-11,-1,-6,8,26,-10
CC1CCCCC1NC(=O)COC(=O)c1ccc(N(C)C)cc1 (stereo not drawn),-1,-1,-10,3,nt,nt,nt,3
COc1cc(CNC2CCCCCCC2)cc(Cl)c1OCC(N)=O,2,-3,2,-7,1,5,1,10
Cc1cc(C(=O)N(C)Cc2ccc(Br)cc2)no1,0,-3,-1,3,nt,nt,8,nt
c1ccc2oc(NC3=NCN(CC4CCCO4)CN3)nc2c1 (stereo not drawn),2,-1,-153,-1,nt,nt,-8,-6
C[C@H](CO)N1C[C@H](C)[C@H](CN(C)Cc2ccc(C(=O)Nc3ccccc3N)cc2)Oc2c(NS(=O)(=O)c3cccs3)cccc2C1=O,50,5,nt,37,2,-10,4,15
COc1cccc(NC(=O)N[C@@H]2CC[C@H](CC(=O)N3CCCCC3)O[C@H]2CO)c1,-13,-1,6,-5,-3,14,0,-11
C=C[C@@H]1c2ccccc2N(S(=O)(=O)c2ccc(C)cc2)[C@H](c2ccc(C(F)(F)F)cc2)C1(C#N)C#N,0,0,15,nt,5,6,3,-37
COc1ccccc1CNC(=O)[C@H](C)N1C(=O)N2CCc3c([nH]c4ccccc34)[C@@]2(C)C1=O,-2,3,nt,-15,-40,0,-5,22
COc1ccc(NC(=O)Nc2ccc3c(c2)C(=O)N([C@@H](C)CO)C[C@H](C)[C@@H](CN(C)Cc2ccc(C(F)(F)F)cc2)OCCCC[C@H](C)O3)cc1,-2,1,48,-3,-9,-5,0,-221
CCOc1ccc(NC(=O)COc2coc(CN3CCc4ccccc4C3)cc2=O)cc1,-3,0,13,6,9,-2,-5,-2
# Next section.
SMILES,Cneo AK release,PglD inh,PAX8 inh HTS,PGC1a acetyl inh,GSIS activator,LGR2 inh,ARNT-TACC3 inh,Statin myotox sup
O=C(COC(=O)/C=C/c1ccccc1)NC(=O)NC1CCCCC1,0,-2,-5,-8,-5,-1,-4,3
N#C[C@@H]1[C@@H](c2ccc(-c3ccccc3F)cc2)[C@H](CO)N1C(=O)C1CC1,-7,1,0,-1,-6,-11,-12,10
O=c1[nH]c(SCc2ccccc2[N+](=O)[O-])nc2nc[nH]c12,3,-2,-10,nt,-7,-12,-7,5
O=C(COC(=O)Cc1c[nH]c2ccccc12)Nc1ccccc1C(F)(F)F,3,4,8,-3,-9,9,-9,4
Cc1ccc(C2NC(=S)N3C(c4ccc(C)cc4)NC(=S)N23)cc1 (stereo not drawn),0,4,-35,nt,14,-47,nt,-15
CCc1nnc(SCC(=O)Nc2ccc(F)cc2)o1,3,-2,nt,0,28,-2,-3,6
CN(C)C(=O)C[C@H]1C[C@H]2c3cc(NC(=O)Nc4ccccc4F)ccc3O[C@H]2[C@H](CO)O1,1,-2,11,6,1,-1,-9,4
CC(C)C(=O)Nc1ccc(NC(=O)CCc2ccccc2)cn1,nt,nt,16,-7,1,10,-19,nt
O=C(C[C@@H]1CC[C@@H](NC(=O)c2cnccn2)[C@@H](CO)O1)NCc1ccccc1F,-2,3,5,2,2,3,-6,-16
CNC[C@H]1Oc2ccc(NC(=O)Nc3cccc4ccccc34)cc2CC(=O)N([C@@H](C)CO)C[C@@H]1C,0,-4,-1,-3,1,-6,-5,-6
C=C(CN(C)C)C(=O)c1cc(C)ccc1C,nt,nt,52,-82,90*,-3,-4,nt
